human PMI inhibition – inhibitors of human PMI, primary screen, biochemical, fluorescence intensity, coupled assay (AID 1209); purified PMI enzyme, coupled fluorescence intensity; higher % means a stronger effect; inhibition, % at 20 µM, or IC50 in µM where a hit was titrated; actives 0.42% (n = 190,000);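 note: plate controls were DMSO vehicle for no effect and wells lacking substrate for full effect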
human PMI inhibitors – human PMI inhibitors, high substrate, primary screen, biochemical, fluorescence intensity, high mannose 6-phosphate (AID 1220) | recombinant PMI enzyme, coupled fluorescence intensity; higher % means a stronger effect | one-dose inhibition, % at 20 µM; IC50 in µM for titrated hits | actives 0.66% (n = 190,000)
Hep lipid drop – hepatic lipid droplet formation modulation. AML12 mouse hepatocytes, oleate lipid droplets, BODIPY imaging. inhibition, % at 6.5 µM. actives 0.4% (n = 240,000). AID 1656;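 active = lipid droplet intensity inhibited by at least 50%, with more than 500 cells counted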
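Test system: AML12 hepatocytes (mouse); reagent: oleate loading, 100 µM; dosing: one dose, 6.5 µM compound; incubation: overnight exposure; signal: fluorescence imaging, 20x objective, two fields per well; read-out basis: % inhibition of corrected integrated BODIPY droplet signal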
SIAH1 antagonists – blockers of Siah-1 interaction with plectin peptide – biochemical, fluorescence polarization, rhodamine-plectin, uHTS, primary screen (AID 1817); Siah-1 / rhodamine-plectin peptide fluorescence polarization; higher % means a stronger effect; displacement, % at 20 µM, or IC50 in µM where a hit was titrated; actives 0.02% (n = 290,000);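 active = displacement of at least 50% at 20 µM, with a fluorescence ratio check between 0.3 and a set limit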;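 note: plate controls were Siah plus tracer with DMSO for no effect and tracer alone without Siah for full effect; strong numbers were not always called active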
M17LAP inhibition – P. falciparum M17LAP inhibitors, primary screen, biochemical, fluorogenic H-Leu-NHMec substrate, 1536-well (AID 1619) | recombinant M17LAP, H-Leu-NHMec fluorogenic kinetic assay; higher % means a stronger effect | inhibition, % at 30 µM, or IC50 in µM where a hit was titrated | actives 0.38% (n = 220,000);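 active = compound inhibiting the enzyme by more than half at any dose during confirmatory dose-response retesting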;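 note: plate controls were full reaction with DMSO carrier for no effect and no enzyme background for full effect; strong numbers were not always called active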
UTI89 phage lysis – protection from phage-mediated lysis, alamar blue read-out – E. coli UTI89, K1F phage, bacterial capsule biogenesis inhibitors (AID 488966). E. coli UTI89 K1F phage lysis, alamar blue, 2 h; higher % means a stronger effect. one-dose inhibition, % at 100 µM; IC50 in µM for titrated hits. actives 0.02% (n = 340,000);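 active = phage lysis inhibition, versus mean bacterial control, above a set limit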;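 note: capsule biogenesis inhibitors block K1F phage lysis so surviving cells raise fluorescence; higher fluorescence means more inhibition of phage lysis; actives were called in the ten point dose series up to 300 µM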
XIAP displacement – small molecules displacing peptide from XIAP – biochemical, IAP family, fluorescence polarization (AID 1018); XIAP BIR domain, fluorescence polarization peptide displacement; higher % means a stronger effect; displacement, % at 20 µM, or IC50 in µM where a hit was titrated; actives 0.007% (n = 200,000); in the data active = displacement above about 50%; note: a part of the inactive calls stands beside numbers as strong as those of hits
TNAP activators – stimulation of alkaline phosphatase TNAP activity – biochemical, luminescent, no phosphate acceptor, uHTS, primary screen (AID 1001). purified TNAP, luminescent activation assay, no phosphate acceptor; higher activation fold means a stronger effect. activation fold at 20 µM, or EC50 in µM where a hit was titrated. actives 0.03% (n = 200,000); in the data active = activation fold from about 3, or a potency from the dose series; inactive = the rest, 99 in 100 with activation fold below about 1.6; note: many of its hits are not listed in these tables
M1AAP inhibition – P. falciparum M1AAP inhibitors, biochemical, fluorogenic H-Leu-NHMec substrate, 1536-well (AID 1445). recombinant M1AAP, H-Leu-NHMec fluorogenic kinetic assay; higher % means a stronger effect. inhibition, % at 30 µM, or IC50 in µM where a hit was titrated. actives 0.42% (n = 220,000);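 active = primary inhibition above the hit cutoff, then over 50% inhibition at one or more dose response concentrations, cut at about 23% in these data, passing the limit was not always enough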;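 note: plate controls were DMSO full reaction for no effect and no enzyme background for full effect; strong numbers were not always called active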
Hep lipid drop cells 6.5 µM – recorded beside Hep lipid drop, whose call it bears; cell count; measured here: cell count, cytotoxicity flag;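 cells counted across two imaged fields per well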
Active calls of the source: *; [ ] = remark or other dose. Cut-off read from the data, not from the text of the source, unless noted: active = inhibition above about 50%; inactive = the rest. This is a random part of the collection. Share with any hit: about 1.9%.

The first three compounds, to show the layout:
Screening COc1ccc(-c2csc(C3=C(O)CN(CCCN4CCCC4=O)C3=N)n2)cc1OC returned human PMI inhibition 9%, human PMI inhibitors 8%, Hep lipid drop 3, SIAH1 antagonists -7%, M17LAP inhibition 2%, UTI89 phage lysis 0.4%, XIAP displacement -0.1%, TNAP activators 1.3, M1AAP inhibition 9% and Hep lipid drop cells 6.5 µM 698.
Screening Cc1ccc(-c2nc(C)sc2CC(=O)O)cc1 returned human PMI inhibition -3%, human PMI inhibitors -14%, Hep lipid drop 2, SIAH1 antagonists -2%, M17LAP inhibition 2%, UTI89 phage lysis -0.8%, XIAP displacement -5.4%, TNAP activators 0.9, M1AAP inhibition 2% and Hep lipid drop cells 6.5 µM 792.
Clc1ccc(Cn2nc(-c3ccccc3)nc2-c2ccccc2)cc1 was read as human PMI inhibition 12%, human PMI inhibitors 2%, Hep lipid drop -14, SIAH1 antagonists 1%, M17LAP inhibition -14%, UTI89 phage lysis 2.5%, XIAP displacement -7.0%, TNAP activators 0.8, M1AAP inhibition 2% and Hep lipid drop cells 6.5 µM 571.

This part in full, from the first entry:
Screening COc1ccc(-c2csc(C3=C(O)CN(CCCN4CCCC4=O)C3=N)n2)cc1OC returned human PMI inhibition 9%, human PMI inhibitors 8%, Hep lipid drop 3, SIAH1 antagonists -7%, M17LAP inhibition 2%, UTI89 phage lysis 0.4%, XIAP displacement -0.1%, TNAP activators 1.3, M1AAP inhibition 9% and Hep lipid drop cells 6.5 µM 698.
Screening Cc1ccc(-c2nc(C)sc2CC(=O)O)cc1 returned human PMI inhibition -3%, human PMI inhibitors -14%, Hep lipid drop 2, SIAH1 antagonists -2%, M17LAP inhibition 2%, UTI89 phage lysis -0.8%, XIAP displacement -5.4%, TNAP activators 0.9, M1AAP inhibition 2% and Hep lipid drop cells 6.5 µM 792.
Clc1ccc(Cn2nc(-c3ccccc3)nc2-c2ccccc2)cc1 was read as human PMI inhibition 12%, human PMI inhibitors 2%, Hep lipid drop -14, SIAH1 antagonists 1%, M17LAP inhibition -14%, UTI89 phage lysis 2.5%, XIAP displacement -7.0%, TNAP activators 0.8, M1AAP inhibition 2% and Hep lipid drop cells 6.5 µM 571.
Screening O=C(O)c1ccc(N/N=C/c2cccc(F)c2)cc1 returned human PMI inhibition -87%, human PMI inhibitors -193%, Hep lipid drop 2, SIAH1 antagonists -4%, M17LAP inhibition 46%, UTI89 phage lysis -0.2%[50 µM], XIAP displacement -11%, TNAP activators 0.9, M1AAP inhibition 7% and Hep lipid drop cells 6.5 µM 713.
`CN(C)S(=O)(=O)N1CCC(Oc2ccc(C(=O)NCc3cnn(C)c3)cc2)CC1` gave human PMI inhibition -6%, human PMI inhibitors -2%, Hep lipid drop 16, SIAH1 antagonists -8%, M17LAP inhibition -4%, UTI89 phage lysis 4.8%, XIAP displacement -9.1%, TNAP activators 1.1, M1AAP inhibition 3% and Hep lipid drop cells 6.5 µM 740.
Screening Cc1ccc(-c2nnc(SCC(=O)NC3CC3)n2N)cc1 returned Hep lipid drop 0, SIAH1 antagonists 1%, M17LAP inhibition 7%, UTI89 phage lysis 1.9%, M1AAP inhibition 0% and Hep lipid drop cells 6.5 µM 675.
For NS(=O)(=O)c1ccc(CNC(=S)Nc2ccc(F)c(Cl)c2)cc1 the results were human PMI inhibition 17%, human PMI inhibitors 13%, Hep lipid drop 4, SIAH1 antagonists -5%, M17LAP inhibition 7%, UTI89 phage lysis -1.8%, XIAP displacement -14%, TNAP activators 1, M1AAP inhibition 3% and Hep lipid drop cells 6.5 µM 677.
For O=c1c(Cc2ccc(F)cc2)c(O)ccn1CC1CCCO1 (stereo not given) the results were human PMI inhibition 10%, human PMI inhibitors 12%, Hep lipid drop -8, SIAH1 antagonists -2%, M17LAP inhibition -1%, UTI89 phage lysis -0.9%, XIAP displacement -2.6%, TNAP activators 1, M1AAP inhibition 4% and Hep lipid drop cells 6.5 µM 667.
For COc1cc(S(=O)(=O)Nc2cc(C)cc(C)c2)ccc1F the results were human PMI inhibition -4%, human PMI inhibitors -13%, Hep lipid drop -17, SIAH1 antagonists -2%, M17LAP inhibition -13%, UTI89 phage lysis 8.1%, XIAP displacement -3.7%, TNAP activators 1, M1AAP inhibition 12% and Hep lipid drop cells 6.5 µM 682.
For C(=N\Nc1nc2ccccc2s1)/c1cccs1 the results were human PMI inhibition 12%, human PMI inhibitors 11%, SIAH1 antagonists 0%, M17LAP inhibition -9%, UTI89 phage lysis -0.4%, XIAP displacement -4.6%, TNAP activators 1.2 and M1AAP inhibition 9%.
`BrC(=C\c1ccccc1)/C=N/N1CCN(Cc2ccccc2)CC1` gave human PMI inhibition 8%, human PMI inhibitors 12%, Hep lipid drop 6, SIAH1 antagonists 8%, M17LAP inhibition 5%, UTI89 phage lysis 0.2%, XIAP displacement -3.2%, TNAP activators 1.1, M1AAP inhibition -4% and Hep lipid drop cells 6.5 µM 661.
CCOC(=O)N1CCC(NC(=O)Cn2cccc2C(=O)c2ccccc2)CC1 was read as human PMI inhibition 4%, human PMI inhibitors 9%, SIAH1 antagonists 2%, M17LAP inhibition 1%, UTI89 phage lysis 0.5%, XIAP displacement -6.5%, TNAP activators 1.1 and M1AAP inhibition 4%.
Screening CCCC(=O)NC(=S)Nc1ccc(NC(=O)C(C)C)c(OC)c1 returned human PMI inhibition 6%, human PMI inhibitors 1%, Hep lipid drop 0, SIAH1 antagonists 11%, M17LAP inhibition 7%, UTI89 phage lysis 0.3%, XIAP displacement 1.5%, TNAP activators 1.1, M1AAP inhibition 10% and Hep lipid drop cells 6.5 µM 484.
For O=[N+]([O-])c1ccc(S(=O)(=O)N2CCN=C2SCc2cccnc2)cc1 the results were human PMI inhibition 5%, human PMI inhibitors 2%, Hep lipid drop 7, SIAH1 antagonists 3%, M17LAP inhibition -7%, UTI89 phage lysis 0.0%, XIAP displacement -5.7%, TNAP activators 1, M1AAP inhibition 1% and Hep lipid drop cells 6.5 µM 675.
Screening C/C(CCN1CCCCc2nc(C)c(C)cc21)=N\O[C@@H](C)c1cn([C@H](CO)Cc2ccccc2)nn1 returned human PMI inhibition -8%, human PMI inhibitors 1%, Hep lipid drop -24, SIAH1 antagonists 3%, M17LAP inhibition 4%, XIAP displacement -11%, TNAP activators 1.1, M1AAP inhibition 10% and Hep lipid drop cells 6.5 µM 774.
`C#CCOCCOCCOCCNc1nc(N2CCN(C(=O)C([C@@H](C)CC)n3cc(C(N)CO)nn3)CC2)nc(N2CCN(C(=O)[C@H](CCC(=O)O)n3cc(C(N)[C@H](C)CC)nn3)CC2)n1` (stereo not given in full) gave Hep lipid drop -9, SIAH1 antagonists -4%, M17LAP inhibition 6%, M1AAP inhibition 5% and Hep lipid drop cells 6.5 µM 649.
`CC(C)Cn1c2c(c(O)c(C(=O)Nc3nccs3)c1=O)CCCC2` gave human PMI inhibition -3%, human PMI inhibitors -4%, SIAH1 antagonists 5%, M17LAP inhibition 7%, UTI89 phage lysis 0.3%, XIAP displacement 5.0%, TNAP activators 1 and M1AAP inhibition 3%.
`CCCN1CCN(C(=O)Nc2cccc(C(F)(F)F)c2)CC1` gave human PMI inhibition 13%, human PMI inhibitors 9%, Hep lipid drop 6, SIAH1 antagonists 1%, M17LAP inhibition 7%, UTI89 phage lysis 0.0%, XIAP displacement -4.5%, TNAP activators 1.1, M1AAP inhibition 0% and Hep lipid drop cells 6.5 µM 660.
Screening COc1ccc(-n2c(N)c(C(=O)NCc3cccnc3)sc2=S)cc1 returned human PMI inhibition 5%, human PMI inhibitors 2%, SIAH1 antagonists 2%, M17LAP inhibition -5%, UTI89 phage lysis 5.4%, XIAP displacement -3.5%, TNAP activators 1.1 and M1AAP inhibition 1%.
`N#C/C(=C\Nc1ccc(Cl)cc1)S(=O)(=O)c1ccccn1` gave Hep lipid drop 0, SIAH1 antagonists 9%, M17LAP inhibition -2%, UTI89 phage lysis -0.9%, M1AAP inhibition 2% and Hep lipid drop cells 6.5 µM 750.
O=C(Oc1cccc(NC(=O)c2cccs2)c1)c1cccc(S(=O)(=O)N2CCCC2)c1 was read as human PMI inhibition 22%, human PMI inhibitors 10%, Hep lipid drop -8, SIAH1 antagonists 4%, M17LAP inhibition -8%, UTI89 phage lysis 1.1%[50 µM], XIAP displacement -15%, TNAP activators 1, M1AAP inhibition -3% and Hep lipid drop cells 6.5 µM 536.
`Cc1ccccc1NC(=O)CSc1nnc(-c2ccco2)c(-c2ccco2)n1` gave human PMI inhibition 22%, human PMI inhibitors 49%, SIAH1 antagonists 31%, M17LAP inhibition 43%, UTI89 phage lysis -0.3%, XIAP displacement -4.5%, TNAP activators 1.1 and M1AAP inhibition 7%.
COc1ccc(C2C(C#N)=C(N)Oc3c2c(C)nn3-c2ccccc2)cc1Cn1nc(C)c([N+](=O)[O-])c1C (stereo not given) was read as human PMI inhibition -9%, human PMI inhibitors 0%, SIAH1 antagonists 0%, M17LAP inhibition 4%, UTI89 phage lysis 2.5%, XIAP displacement -3.4%, TNAP activators 1 and M1AAP inhibition 14%.
For COc1ccc(-n2c(N3CCN(C)CC3)nc3sc4c(c3c2=O)CCCCC4)cc1 the results were human PMI inhibition 16%, human PMI inhibitors 13%, Hep lipid drop -12, SIAH1 antagonists -5%, M17LAP inhibition -8%, UTI89 phage lysis 0.1%, XIAP displacement -3.4%, TNAP activators 1, M1AAP inhibition 0% and Hep lipid drop cells 6.5 µM 657.
Screening O=c1[nH]c2cc3c(cc2cc1CN(CCN1CCOCC1)C(=S)NCC1CCCO1)OCO3 (stereo not given) returned human PMI inhibition -2%, human PMI inhibitors -2%, Hep lipid drop 2, SIAH1 antagonists 3%, M17LAP inhibition -6%, UTI89 phage lysis -0.5%, XIAP displacement 11%, TNAP activators 1, M1AAP inhibition 3% and Hep lipid drop cells 6.5 µM 636.
O=C(COc1ccccc1)Nc1ccccc1C(=O)NCc1ccco1 was read as human PMI inhibition -1%, human PMI inhibitors 4%, SIAH1 antagonists -2%, M17LAP inhibition 10%, UTI89 phage lysis -0.1%, XIAP displacement -2.3%, TNAP activators 1.1 and M1AAP inhibition 13%.
Screening CCOC(=O)N[C@H](Cc1c[nH]c2ccccc12)C(=O)NC1CC1 returned Hep lipid drop -10, SIAH1 antagonists -2%, M17LAP inhibition -1%, M1AAP inhibition 6% and Hep lipid drop cells 6.5 µM 748.
For O=C(CCC(=O)OCC(=O)c1ccc(Cl)cc1Cl)Nc1cccc2cccnc12 the results were human PMI inhibition 12%, human PMI inhibitors 14%, SIAH1 antagonists -1%, M17LAP inhibition -2%, UTI89 phage lysis 6.2%, XIAP displacement -6.2%, TNAP activators 1 and M1AAP inhibition 7%.

Screening results as filed in PubChem.
